# PrPC surface inh – reduces human prion protein on the cell surface | inhibition, % at 13.8 µM | 0.43% of 370,000 active | cell surface PrPC, TR-FRET read-out | P04156; in the data active means inhibition above about 24%; further: 0% = median of the test wells and 100% = reference compound wells
# BoNT-A LC inh2 – BoNT A light chain protease inhibition; inhibition, % at 10 µM; AID 588499; 0.17% of 360,000 active; multiplex microsphere protease substrate cleavage, flow cytometry; in the data active means inhibition above about 30%; inconclusive means no clear call, values can overlap the other calls; further: plate controls were buffer without enzyme for full effect and enzyme alone for no effect
# Mtb FBA inh – Mtb fructose-bisphosphate aldolase inhibition; P9WQA3; purified M. tuberculosis FBA, fluorescence read-out; inhibition, % at 1 µM; 2.3% of 360,000 active; in the data active means inhibition above about 27%;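 further: 0% = vehicle and 100% = reference inhibitor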
# Target sequence (P9WQA3 whole entry, looked up): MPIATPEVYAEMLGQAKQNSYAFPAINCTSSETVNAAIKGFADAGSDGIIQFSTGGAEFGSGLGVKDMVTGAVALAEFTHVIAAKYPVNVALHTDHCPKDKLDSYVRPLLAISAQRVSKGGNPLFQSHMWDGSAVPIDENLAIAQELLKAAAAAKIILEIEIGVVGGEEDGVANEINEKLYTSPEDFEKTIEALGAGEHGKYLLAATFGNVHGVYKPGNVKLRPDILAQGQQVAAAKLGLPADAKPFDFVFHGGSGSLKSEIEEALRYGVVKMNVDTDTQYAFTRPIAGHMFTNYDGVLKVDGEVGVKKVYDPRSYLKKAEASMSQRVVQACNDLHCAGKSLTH
# Mtb UGM inh – blocks M. tuberculosis UGM enzyme. 0.06% of 320,000 active. inhibition, % at 10 µM. purified UGM, fluorescence polarization probe displacement. P9WIQ1; in the data active means inhibition above about 10%, passing the limit was not always enough; inconclusive means no clear call, values can overlap the other calls
# Target sequence (P9WIQ1 whole entry, looked up): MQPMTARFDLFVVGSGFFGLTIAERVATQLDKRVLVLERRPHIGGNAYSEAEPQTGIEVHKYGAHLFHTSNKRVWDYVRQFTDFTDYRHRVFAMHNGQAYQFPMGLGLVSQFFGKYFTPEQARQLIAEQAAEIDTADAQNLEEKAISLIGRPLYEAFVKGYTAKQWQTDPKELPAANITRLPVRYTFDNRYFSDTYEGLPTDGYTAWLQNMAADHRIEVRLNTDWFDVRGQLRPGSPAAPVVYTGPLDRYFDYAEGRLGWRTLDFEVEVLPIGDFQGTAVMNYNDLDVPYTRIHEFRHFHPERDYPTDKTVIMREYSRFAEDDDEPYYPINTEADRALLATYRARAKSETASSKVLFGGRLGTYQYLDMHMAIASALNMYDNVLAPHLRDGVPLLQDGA
# FadD28 FP inh – inhibitors of Mycobacterium tuberculosis FadD28 bisubstrate binding | 0.22% of 360,000 active | AID 588549 | FadD28 bisubstrate probe binding, fluorescence polarization | inhibition, % at 12.5 µM; in the data active means inhibition above about 8.5%, passing the limit was not always enough; inconclusive means no clear call, values can overlap the other calls
# GDH-TPI inh – inhibits GDH-TPI coupling enzymes, artifact for Mtb FBA screen; inhibition, % at 4.8 µM; GDH-TPI coupled enzyme counterscreen, NADH absorbance; AID 588335; 1.2% of 360,000 active;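 further: 0% = DMSO wells and 100% = wells lacking the enzyme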
# BoNT-F LC inh – BoNT F light chain protease inhibition; Multiplex microsphere protease cleavage assay, flow cytometry; inhibition, % at 10 µM; 0.22% of 360,000 active; in the data active means inhibition above about 35%, passing the limit was not always enough; inconclusive means no clear call, values can overlap the other calls; further: plate controls were buffer without enzyme for full effect and enzyme alone for no effect
# BioA inh – BioA (M. tuberculosis) enzyme inhibition; purified M. tuberculosis BioA enzyme, plate reader; inhibition, % at 9.99 µM; 0.096% of 360,000 active; in the data active means inhibition above about 40%; inconclusive means no clear call, values can overlap the other calls
# CCHFV vOTU inh – blocks the CCHF virus ovarian tumor domain protease; CCHFV vOTU protease, Pep-AMC fluorescence; inhibition, % at 11.5 µM; 0.55% of 370,000 active; AID 651958; further: 0% = vehicle wells with enzyme and 100% = no enzyme wells
# Starred values were filed as active, the others as inactive; ? = inconclusive; . = no result given; & = joins results of further samples. Unless noted, no stated cut-off is given here; in the data, active means inhibition above about 30%; inactive means the rest.
# Order of values – PrPC surface inh	BoNT-A LC inh2	Mtb FBA inh	Mtb UGM inh	FadD28 FP inh	GDH-TPI inh	BoNT-F LC inh	BioA inh	CCHFV vOTU inh
- O=C(C1=C(O)C(=O)N(CCN2CCOCC2)C1c1cccc([N+](=O)[O-])c1)c1cccs1 (configuration not stated)
 : -10	2.7	0	2.4	-0.2	7	-3	.	-6
- CC(C)(C)C(=O)c1no[n+]([O-])c1/C(=N/O)C(C)(C)C
 : -4	-1.0	0	1.1	0.1	-3	1	1.0	11
- CCn1c(CCCOc2ccc(Cl)cc2Cl)n[nH]c1=S
 : 7	-0.4	1	0.5	-3.1	6	0	3.1	0
- CCOc1cnc(C(=O)NNC(=O)C(Br)C(C)C)o1 (configuration not stated)
 : -5	1.0	-2	-1.8	-0.7	4	6	.	-2
- COc1cc(C(=O)OCC(=O)Nc2ccc(SC(F)F)cc2)cc(OC)c1OC
 : -1	0.4	-3	-1.7	-4.6	-5	2	0.4	-7
- O=C(CC1C[C@H](C(=O)N2CCCCC2)[C@@]2(CCc3ccccc3)c3[nH]c4ccccc4c3CCN2C1=O)NCCC1=CCCCC1 (some centres not stated)
 : 7	-0.7	2	-3.9	-1.2	2	-5	-6.8	-7
- CC(=O)Nc1ccc(S(=O)(=O)NCCC(=O)OCc2nc(N)nc(Nc3ccccc3C)n2)cc1
 : .	1.2	0	2.0	-1.7	-6	0	0.1	.
- COC(=O)COC(=O)c1ccc(-n2nnnc2SC)cc1
 : -3	0.9	0	2.8	-1.7	-4	6	3.8	3
- CNC(=O)C(NC(=O)Nc1ccc(C)cc1)C(C)(C)C (configuration not stated)
 : 2	-0.6	0	1.3	-3.8	-2	-5	-2.2	-15
- Cn1c(=O)oc2cc(NC(=O)CCl)ccc21
 : 1	-1.6	2	-1.5	-1.4	14	-7	.	-1
- Fc1ccc(-n2cc(-c3ccccc3)[n+]3c2SCC3)cc1
 : 3	-0.4	-2	-1.5	-3.5	-7	-2	.	0
- c1ccc2c3nnc4n(c-3nc2c1)CCCS4
 : -17	0.2	-2	0.4	2.4	8	-4	-0.5	-4
- COc1ccc(OCc2cc(C(=O)NCC3(C)COC3)no2)c(Cl)c1
 : 0	-0.8	1	-0.9	0.2	-4	-5	0.4	-8
- COC(=O)c1ccc2nc(-c3cccc(Cl)c3)c(Cc3cccc(F)c3)n2c1
 : -2	-0.1	.	.	.	.	-10	.	9
- COC(=O)c1sccc1NC(=O)c1ccccc1C(=O)O
 : -2	-0.5	-3	0.1	0.3	-1	-10	.	0
- CSc1ccc(C2NC(=O)c3ccccc3N2)cc1 (configuration not stated)
 : 2	0.5	48*	2.7	-1.5	4	32	0.8	-68
- CCOc1ccc(NC(=O)CSc2nc3ccccc3c(=O)n2CCCC(=O)N2CCCC2)cc1
 : 4	1.2	0	1.7	-3.4	2	5	0.1	-2
- O=C(CCCCCNC(=O)c1ccccc1Cl)N/N=C/c1ccco1
 : 4	-0.3	2	1.7	-2.5	1	-1	.	0
- Cc1ccc(S(=O)(=O)N2C[C@H]3n4c(=O)ccc(=O)n4C[C@H](OC(=O)NC4CCCC4)[C@@]3(O)C2)cc1
 : 1	0.1	0	.	-3.1	9	0	-0.6	-7
- Cc1ccc(C(C(=O)NC2CCCC2)N(Cc2cccnc2)C(=O)c2snc(C(N)=O)c2N)o1 (configuration not stated)
 : 2	-1.3	12	-1.2	0.1	14	-1	-0.8	-13
- CCCc1cc(-c2n[nH]c(=S)n2Cc2ccccc2)cs1
 : -4	-0.3	3	2.2	-1.5	0	-8	.	-5
- COC(=O)c1c(N2C(=O)[C@H]3[C@@H](C2=O)[C@]2(C(=O)Nc4c(C)cccc42)N2CCC[C@@H]32)sc(C)c1C
 : -4	0.2	-1	-1.6	-3.3	-1	-6	.	0
- CC(=O)NC12CC3CC(C1)CC(C(=O)NCc1ccc(C)cc1)(C3)C2
 : -1	-4.6	4	-0.1	-2.1	0	-4	-4.5	8
- CCN(CC)S(=O)(=O)c1ccc2oc(SCC(=O)NCc3ccccc3)nc2c1
 : 0	0.3	-1	0.9	-3.3	-7	-1	-2.0	-3
- O=C1NCC(COCc2ccccc2)O1 (configuration not stated)
 : 6	0.4	2	0.7	-0.4	7	8	0.2	-2
- OC(c1ccccc1)(c1ccccc1)C1CCN(CCCOc2ccccc2)CC1
 : -13&-18	-0.8	.	.	.	.	0	.	9
- CC(C)Cc1ccc(CN2CCCC(NC(=O)c3ccoc3)C2)cc1 (configuration not stated)
 : 8	-1.1	4	-1.7	0.2	5	4	1.2	21
- O=C(Nc1ccc(F)cc1)C1CCN(C(=O)NCc2ccccc2)CC1
 : -1	1.6	-3	0.5	-0.2	2	19	-2.3	1
- CC(C)C(=O)NNC(=O)CC(=O)Nc1ccccc1C(=O)O
 : 6	0.1	-1	-3.2	-1.2	-1	-1	.	-11
- COc1ccc(S(=O)(=O)N2CCC(C(=O)NCC3CCCO3)CC2)cc1Cl (configuration not stated)
 : -2	-6.4	-1	-1.6	0.4	-4	-25	.	-2
- O=C1N=C2SCCN2/C1=C\c1ccc(Cl)cc1
 : -1	-0.1	0	-0.5	-1.3	19	-4	4.8	3
- O=C(OC1CCOC1=O)c1ccc(CO)cc1 (configuration not stated)
 : -4	-0.5	0	0.1	0.1	6	0	0.4	12
- COC(=O)c1c(NC(=O)CN2CCN(c3cccc(Cl)c3)CC2)sc(C)c1C
 : 8	-0.3	-2	5.7	-0.5	8	0	0.0	12
- Cc1ccc(C(=O)NCC2CCCO2)cc1S(=O)(=O)N1CCCCC1 (configuration not stated)
 : 1	1.3	-1	1.7	-2.7	10	4	0.7	-5
- COc1cccc(C(=O)NNc2nc(C)cc(C)n2)c1
 : -3	0.7	1	-2.9	-2.4	-4	3	-1.8	-24
- Cc1cnc(C(=O)N2CCCC(N3CCN(c4ccccc4F)CC3)C2)cn1 (configuration not stated)
 : -2	1.7	2	.	-0.1	4	-1	0.2	5
- Cc1ccc(C(=O)c2cc([N+](=O)[O-])ccc2N2CCOCC2)cc1
 : -1	0.8	-1	.	-2.6	-1	0	.	2
- Cc1cc(C)c(C)c(OCCCN(C)C)c1
 : 1	-0.1	1	-0.7	-0.3	2	0	-1.7	12
- COC(=O)c1cccc(C#CC(NP(=O)(c2ccccc2)c2ccccc2)c2ccccc2)c1 (configuration not stated)
 : 0	0.0	0	5.5	-3.3	-4	-1	-1.3	9
- CC(C)C1C(=O)N(Cc2cn(CCC3OCCCO3)nn2)CCS(=O)(=O)N1Cc1ccc(-c2ccncc2)cc1 (configuration not stated)
 : -1	-0.2	-1	.	-1.3	8	0	-0.9	-7
- c1ccc2c(c1)nc1n2CC2CON(C3CCCCC3)C12 (configuration not stated)
 : -5	-0.5	4	2.0	-0.2	10	-3	-1.1	-5
- COc1ccc(S(=O)(=O)N(C)c2ccc(C(=O)Nc3ccccc3C(=O)N3CCOCC3)cc2)cc1
 : -3	-2.0	-1	0.3	0.1	0	-2	-0.1	-10
- Cn1cnc2c(SCc3ccccc3)ncnc21
 : 6	0.3	-5	.	-2.6	1	-1	-0.4	0
- CCOC(=O)N1CCN(C(=O)CCN2C(=O)COc3ccccc32)CC1
 : -3	0.8	1	-2.0	-0.9	2	6	-1.4	-15
- Cc1ccc(S(=O)(=O)c2c(C)cc(C)nc2N2CCOCC2)cc1
 : -6	0.6	4	2.1	-0.7	3	5	-0.8	13
- CCOC(=O)C1(CCCc2ccccc2)CCN(C2CCN(C(C)=O)CC2)CC1
 : -1	0.0	-2	-3.2	-2.9	1	-6	0.0	-3
- Cc1cccc(C(=O)NCC(=O)NC(C)CCc2ccccc2)c1 (configuration not stated)
 : -16	-4.1	0	-2.9	-2.4	8	-5	0.2	5
- Cc1nn(Cc2ccccc2)c(C)c1NC(=O)CCCn1nc([N+](=O)[O-])cc1C
 : -7	0.0	-1	-1.8	-4.1	-5	-4	1.8	-2
- O=C(CSc1nnc(CCCOc2ccc(Cl)cc2Cl)o1)Nc1ccc(C(=O)O)cc1
 : -5	-0.5	-1	-0.6	-1.2	7	-8	0.3	15
- CN(CC(=O)Nc1cccc(F)c1)C(=O)CCCc1c[nH]c2ccccc12
 : 4	-0.5	-1	-0.2	-2.8	4	-7	1.4	-3
- O=C(c1ccc2c(c1)OCO2)N1CCN(c2ccc(F)cc2)CC1
 : 0	-3.8	1	-2.1	2.0	17	-10	0.7	-1
- COc1ccc(C(=O)N2CCN(CCc3ccccc3)CC2)cc1[N+](=O)[O-]
 : -9	-2.8	0	-1.1	-0.3	5	2	5.0	11
- Cc1cc(C)c(C#N)c(SCCN2CCOCC2)n1
 : -2	?	-7	1.5	-2.6	-5	?	.	-5
- CC(C)C/C=C1\CCc2c([nH]c3ccccc23)C1=O
 : -9	-0.7	3	-2.3	0.4	11	-4	-3.1	-5
- COc1ccc(/C=C2/C(=O)ON=C2c2ccccc2)cc1OC
 : 0	0.0	13	-3.9	0.3	15	-6	-0.3	12
- Cc1cccc(NC(=O)CSCC(=O)NNC(=O)c2ccoc2C)c1
 : 0	.	3	4.0	-1.5	0	.	-1.1	12
- CSCC[C@H](NC(=O)N1CCn2c1nc1ccccc12)C(=O)NCc1ccccc1
 : -4	-0.2	0	1.1	-1.0	0	4	0.3	12
- Cc1noc(C)c1S(=O)(=O)N(C)C[C@H]1OCc2cn(nn2)CCCC(=O)N([C@H](C)CO)C[C@@H]1C
 : 5	-1.2	0	.	0.4	2	-11	-5.0&-1.5	-8
- O=C(CSc1ncn[nH]1)OCN1C(=O)c2ccccc2C1=O
 : 0	1.1	1	1.3	-2.0	12	2	-0.2	-3
- CCN1C[C@@H]2[C@@H]3C(=O)N(Cc4ccccc4)C(=O)[C@@H]3[C@](CC)(C(=O)OC)N2C1=NC1CCCCC1
 : 2	-0.2	-3	.	-3.4	-13	0	-1.2	-7

# Other records follow:
# Order of values – PrPC surface inh	BoNT-A LC inh2	Mtb FBA inh	Mtb UGM inh	FadD28 FP inh	GDH-TPI inh	BoNT-F LC inh	BioA inh	CCHFV vOTU inh
- CC(CCc1ccccc1)NC(=O)CN1CCN(c2ccccc2)CC1 (configuration not stated)
 : 8	0.1	-2	-1.1	-0.7	-3	-6	-2.2	5
- CCOC(=O)C1CCN(C(=O)CN2C(=O)NC(C)(c3ccc4cc(OC)ccc4c3)C2=O)CC1 (configuration not stated)
 : 12	-0.9	-2	1.4	-0.4	3	-7	-0.8	3
- Cc1cc(C)c(C(=O)Cn2cnc3cc([N+](=O)[O-])ccc3c2=O)cc1C
 : -7	1.6	-2	-1.9	-1.5	4	0	-0.7	-2
- O=C(Cc1c(O)c2ccccc2oc1=O)c1ccc(C(F)(F)F)cc1
 : -4	-0.3	1	-0.1	0.3	3	21	0.2	-16
- O=C(NCc1ccco1)c1cc(C(=O)C2CC2)c[nH]1
 : -1	?	-2	-1.9	-4.7	-3	-3	2.6	-3
- O=C(CN1CCN(c2ccccn2)CC1)Nc1ccc(F)cc1
 : -2	-0.4	1	0.0	-0.2	-2	2	3.8	-3
- COC(=O)C(Cc1ccccc1)NS(=O)(=O)c1ccccc1Br (configuration not stated)
 : -8	0.2	-1	1.0	-3.8	1	7	0.0	-9
- CC(=O)Nc1ccc(SC[C@H](Cc2ccccc2)N2CC[C@@H](C(C)(C)C)CCC2=O)cc1
 : 0	-0.7	1	0.6	-3.5	8	-8	-0.6	16
- COc1cccc(CC2(CO)CCN(C(=O)NCCc3ccccc3)CC2)c1
 : 10	-1.9	-1	-0.8	-4.0	9	-12	.	0
- O=C(c1ccccc1)c1cn(CC(=O)N2CCCc3ccccc32)c2ccccc12
 : -4	-0.6	5	-1.3	0.4	6	-8	3.6	8
- Cc1cc(NS(=O)(=O)c2ccccc2)cc(Cl)c1O
 : 6	.	3	0.4	-2.2	0	.	1.2	-1

# An excerpt of these results, as tab-separated lines:
structure	PrPC surface inh	BoNT-A LC inh2	Mtb FBA inh	Mtb UGM inh	FadD28 FP inh	GDH-TPI inh	BoNT-F LC inh	BioA inh	CCHFV vOTU inh
COC(=O)C(Cc1ccccc1)NS(=O)(=O)c1ccccc1Br (configuration not stated)	-8	0.2	-1	1.0	-3.8	1	7	0.0	-9
CC(=O)Nc1ccc(SC[C@H](Cc2ccccc2)N2CC[C@@H](C(C)(C)C)CCC2=O)cc1	0	-0.7	1	0.6	-3.5	8	-8	-0.6	16
COc1cccc(CC2(CO)CCN(C(=O)NCCc3ccccc3)CC2)c1	10	-1.9	-1	-0.8	-4.0	9	-12	.	0
O=C(c1ccccc1)c1cn(CC(=O)N2CCCc3ccccc32)c2ccccc12	-4	-0.6	5	-1.3	0.4	6	-8	3.6	8

# Compound activity from PubChem.
